L3MBTL1 block = inhibitors of human L3MBTL1; AID 485360; 230,000 tested, 0.66% active; AlphaScreen L3MBTL1–H3K9me1 peptide binding; Potency, µM (doses to about 57.1 µM), without a hit: at the highest dose activity, negative = inhibition, actives largely listed as inhibitors; further: potency means the concentration at half of the fitted maximal effect; on the % scale 0 is the no-effect control and ±100 the full control effect; nearly all actives have a fitted effect of over 60% in size
Target sequence (Q9Y468 whole entry, looked up): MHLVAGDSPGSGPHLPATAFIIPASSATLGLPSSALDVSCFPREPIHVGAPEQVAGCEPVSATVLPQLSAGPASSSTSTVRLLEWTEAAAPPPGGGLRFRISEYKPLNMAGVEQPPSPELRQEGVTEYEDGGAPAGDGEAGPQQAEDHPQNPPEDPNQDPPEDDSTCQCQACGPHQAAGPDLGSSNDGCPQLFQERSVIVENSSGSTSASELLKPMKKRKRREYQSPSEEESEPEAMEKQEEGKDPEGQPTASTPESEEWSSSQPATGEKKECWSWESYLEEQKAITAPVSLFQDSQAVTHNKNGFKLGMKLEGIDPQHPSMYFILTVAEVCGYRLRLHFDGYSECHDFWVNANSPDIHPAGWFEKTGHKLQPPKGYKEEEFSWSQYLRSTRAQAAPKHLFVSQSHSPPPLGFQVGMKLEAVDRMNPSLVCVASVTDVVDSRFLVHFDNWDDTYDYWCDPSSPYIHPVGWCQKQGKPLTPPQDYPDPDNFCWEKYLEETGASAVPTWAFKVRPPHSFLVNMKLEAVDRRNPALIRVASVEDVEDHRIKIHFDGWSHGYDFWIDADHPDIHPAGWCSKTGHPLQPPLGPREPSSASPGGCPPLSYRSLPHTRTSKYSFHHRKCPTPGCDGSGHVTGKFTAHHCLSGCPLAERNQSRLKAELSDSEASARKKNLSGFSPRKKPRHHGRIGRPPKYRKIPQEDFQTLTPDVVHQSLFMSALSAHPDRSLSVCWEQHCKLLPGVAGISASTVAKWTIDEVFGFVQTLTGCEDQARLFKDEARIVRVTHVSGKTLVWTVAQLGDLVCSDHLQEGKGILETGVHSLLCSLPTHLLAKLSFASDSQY
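Read-out is AlphaScreen signal from streptavidin donor and nickel chelate acceptor beads (10 ug/mL final each) bridging L3MBTL1 (50 nM) and biotinylated K9-monomethylated H3(1-15) peptide (75 nM), after 30 min compound exposure at room temperature.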
Epigenetic derep = derepresses silenced GFP reporter in murine cells | 280,000 tested, 0.2% active | AID 1865 | Potency, µM (doses to about 53.9 µM), inactives show at the top dose GFP activation, most hits filed as activators | murine LDR cells, GFP reporter derepression, 30 h; further: potency means the concentration at half of the fitted maximal effect; % of control where 0% means no effect; nearly all actives have a fitted effect of over 60% in size
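Derepression of a silenced CMV-GFP reporter in murine LDR cells is scored by enumerating GFP-positive cells with a laser-scanning microplate cytometer after 30 hours of treatment at 37 C.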
Luc counter = Kinase-Glo luciferase inhibition (counter-screen); Kinase-Glo luciferase, ATP luminescence, 8 min; Q27757; Potency, µM (titrated, usually from 38.3 µM), for inactives: at the top dose activity change, negative = inhibition, usual class: inhibitors; 200,000 tested, 0.28% active; further: potency means the concentration at half of the fitted maximal effect; on the % scale 0 is the no-effect control and ±100 the full control effect; nearly all actives have a fitted effect of over 60% in size
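Kinase-Glo luciferase light output from ATP and luciferin was measured with 10 uM ATP, within the enzyme's linear range. Buffer: 50 mM imidazole pH 7.2, 50 mM KCl, 7 mM MgCl2, 0.01% Tween 20, 0.05% BSA; luminescence read after 8 min at ambient temperature.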
HTT aggregate = reduces HttQ103-GFP aggregates in PC12 cells | PC12 HttQ103-GFP aggregates, Acumen cytometry, 40 h | Potency, µM (series often up to 46.1 µM), for inactives: at the top dose activity change, negative = inhibition, hits mostly inhibitors | 220,000 tested, 1.1% active; further: potency means the concentration at half of the fitted maximal effect; on the % scale 0 is the no-effect control and ±100 the full control effect; nearly all actives have a fitted effect of over 60% in size
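Compounds (qHTS titration) were added to PC12 cells expressing an ecdysone-driven HTT exon 1 Q103–GFP fusion after induction with 100 nM tebufenozide. Aggregate formation was measured as GFP objects in cell lysates.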
CBFb-RUNX1 inh = CBF-beta/RUNX1 interaction disruption. AID 1477. Q01196+Q13951. Potency, µM (titrated, usually from 59.8 µM), inactives show at the top dose activity, negative = inhibition, usual class: inhibitors. 230,000 tested, under 10 active. AlphaScreen CBFb-His/RUNX1-biotin binding, biochemical; further: % of control where 0% means no effect
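CBFb-His/RUNX1-biotin, 30 nM each, preincubated 20 min RT; compound 15 min RT; Ni + streptavidin beads 50 ng each, 90 min RT; AlphaScreen read.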
IMPase Li inh = IMPase inhibition in cells with lithium potentiation; CHO-M1 cells, IP1 TR-FRET (IP-One), carbachol + lithium; Potency, µM (titrated, usually from 59.4 µM), without a hit: at the top dose activity, negative = IMPase inhibition, most hits filed as inhibitors; 210,000 tested, 0.35% active; AID 1457;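 further: IP1 builds up when IMPase is blocked and the TR-FRET signal falls; potency means the concentration at half of the fitted maximal effect; plate controls were basal vehicle for no effect and high inhibitor control for full effect; nearly all actives have a fitted effect of over 50% in size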
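Readout is a homogeneous TR-FRET IP1 immunoassay (Ex 320, Em 665 and 620), where raised cytosolic IP1 lowers signal. Cells were CHO-M1 treated 30 min at 37C with test compounds plus a little lithium; AC50 values came from Hill-equation fitting.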
NPSR antagonist = antagonists of human neuropeptide S receptor cAMP signaling; 220,000 tested, 1% active; Potency, µM (titrated, usually from 38.3 µM), without a hit: at the highest dose activity change, negative = inhibition, actives largely listed as inhibitors; Q6W5P4; CHO-NPSR cells, cAMP TR-FRET, antagonist mode; further: potency means the concentration at half of the fitted maximal effect; on the % scale 0 is the no-effect control and ±100 the full control effect; nearly all actives have a fitted effect of over 50% in size; many of its hits are not listed in these tables
An asterisk follows results filed as active; ? = inconclusive; . = not tested or not shown; [ ] = dose if it differs, or a comment. The call rests on the fitted dose curve; in most records, active means well fitted curve in the direction sought with a large enough effect; inconclusive means small, poorly fitted or top-dose-only effect, or another doubt; inactive means no such curve, though single readings can be large; an effect the other way counts as inactive or inconclusive.

#1 CC(Nc1[nH]c(=O)n(C)c(=O)c1N=O)c1ccccc1 (stereo unspecified)
#2 O=C(COC(=O)CNC(=O)c1ccccc1F)Nc1cccc(S(=O)(=O)N2CCCCCC2)c1
#3 Cc1nn(-c2ccc(C(=O)O)cc2)c(N)c1-c1ccccc1
#4 O=C(CN1C(=O)c2ccccc2C1=O)NCCc1c[nH]c2ccc(Cl)cc12
#5 COc1ccc(CNC(=O)C23CN(Cc4ccccc4)CC2C(c2ccc([N+](=O)[O-])cc2)=NO3)cc1 (stereo unspecified)
#6 O=C(/C=C/Nc1nccs1)C(F)(F)Cl
#7 CC/C(=N\NC(=S)Nc1cc(C)ccc1C)c1ccc(OC(F)F)cc1
#8 Cc1c(NS(=O)(=O)c2ccc(NCCN3CCOCC3)c([N+](=O)[O-])c2)c(=O)n(-c2ccccc2)n1C

assay / entry	1	2	3	4	5	6	7	8
L3MBTL1 block	.	-8.1%	-5.7%	-13.5%	-6.3%	-7.7%	-3.4%	29.3%
Epigenetic derep	-3.5%	3.2%	-1.1%	-0.9%	-0.3%	1.3%	-1.1%	3.8%
Luc counter	-0.9%	5.3%	-7.3%	3.1%	0.7%	-6.7%	2.1%	-1.6%
HTT aggregate	-9.2%	26.7%	3.0%	4.2%	-6.7%	-10.0%[9.22 µM]	-6.0%	-5.4%
CBFb-RUNX1 inh	0.4%	0.4%	4.3%	-3.4%	-25.3%	-5.2%	?	-2.6%
IMPase Li inh	4.3%	8.1%	-8.1%[38.3 µM]	-1.8%	17.2%[38.3 µM]	-3.2%	13.9%	-9.2%
NPSR antagonist	26.1%	14.4%	-3.3%[46.1 µM]	-14.9%	-22.9%[46.1 µM]	6.0%	-15.0%	-3.6%

#9 C=CCOC(=O)C1=C(C)NC(SCC(=O)OCC)=C(C#N)C1c1ccc(O)c(OC)c1 (stereo unspecified)
#10 O=C(CSC1=NCCN1)Nc1cccc([N+](=O)[O-])c1
#11 CCOC(=O)C1(Cc2cccc(Cl)c2)CCCN(C(=O)c2cccc(C)n2)C1 (stereo unspecified)
#12 Cc1cccn2c(CN(C)C3CCCc4ccccc43)c(C(=O)N3CCOCC3)nc12 (stereo unspecified)
#13 CCNS(=O)(=O)c1c(C)cc(N2CCCC2=O)cc1C
#14 COc1ccc(C2=C(Nc3ccccc3)c3ccccc3C2=O)cc1
#15 Cn1c(=O)c2c(nc(NCCc3ccccc3)n2Cc2ccc(F)cc2)n(C)c1=O
#16 CCOC(=O)CC(C(=O)OCC)C1CCCCC1=O (stereo unspecified)

assay / entry	9	10	11	12	13	14	15	16
L3MBTL1 block	-2.8%	.	0.1%	-5.1%	14.9%	-18.6%	-11.4%	.
Epigenetic derep	-1.1%	?	0.0%	-1.2%	1.1%	-0.1%	0.0%	0.0%
Luc counter	1.1%	0.6%	-1.0%	-1.0%	2.7%	-12.9%	15.4%	1.6%
HTT aggregate	-28.6%[9.22 µM]	-21.0%	16.9%[9.22 µM]	15.7%[9.22 µM]	-8.9%	5.5%	-32.7%	.
CBFb-RUNX1 inh	-6.8%	1.5%	18.4%	-1.3%	-1.5%	2.1%	6.4%	-10.3%
IMPase Li inh	11.6%[38.3 µM]	1.9%	17.8%	10.6%	20.1%[38.3 µM]	14.4%	47.2%[activator][38.3 µM]	-7.4%
NPSR antagonist	-14.7%[46.1 µM]	31.5%	9.0%	35.0%	-0.9%[46.1 µM]	-1.1%	?	.

In the list so far, these have an NH in an aromatic ring.
#1 CC(Nc1[nH]c(=O)n(C)c(=O)c1N=O)c1ccccc1 (stereo unspecified)
#4 O=C(CN1C(=O)c2ccccc2C1=O)NCCc1c[nH]c2ccc(Cl)cc12

assay / entry	1	4
L3MBTL1 block	.	-13.5%
Epigenetic derep	-3.5%	-0.9%
Luc counter	-0.9%	3.1%
HTT aggregate	-9.2%	4.2%
CBFb-RUNX1 inh	0.4%	-3.4%
IMPase Li inh	4.3%	-1.8%
NPSR antagonist	26.1%	-14.9%

Next entries follow.
#17 O=C(O)c1ccc(CSc2nnc(-c3ccncc3)n2-c2ccc(Br)cc2)cc1
#18 CC(C)C(NC(=O)CNC(=O)OC(C)(C)C)C(=O)NCc1ccc(Cl)cc1 (stereo unspecified)
#19 O=C(c1cc([N+](=O)[O-])ccc1Cl)N1CCN(c2ccc(F)cc2)CC1
#20 Cc1cccc(NC(=O)c2ccc(S(=O)(=O)N3CCOCC3)cc2)n1
#21 Cc1ccccc1C(=O)NC=C1C(=O)OC(C)(C)OC1=O
#22 CCOC(=O)c1cnc(SCC(C)C)nc1N
#23 Cc1ccc(NC(=O)c2ccc(COc3ccc4c(c3)CCC4)cc2)c(C)c1
#24 CN(C)CCCNc1ncnc2c1cnn2-c1ccccc1

assay / entry	17	18	19	20	21	22	23	24
L3MBTL1 block	6.3%	6.3%	-1.4%	4.7%	4.1%	49.6%[activator]	?	.
Epigenetic derep	1.1%	-1.6%	1.1%	0.2%	1.1%	3.5%	1.0%	8.9%
Luc counter	1.5%	-1.5%	-0.1%	-2.4%	-0.5%	0.8%	1.5%	-2.2%
HTT aggregate	-2.8%	-1.9%	11.9%	-16.0%	-9.2%	7.0%	-7.2%	-11.9%
CBFb-RUNX1 inh	-5.2%	5.5%	-10.2%	15.8%	-3.8%	-1.4%	-4.0%	3.6%
IMPase Li inh	-0.6%	6.3%	-7.0%	-0.5%	-4.6%	0.6%[38.3 µM]	-6.8%	-2.0%[38.3 µM]
NPSR antagonist	-14.4%	15.8%	0.0%	9.2%	14.0%	-9.4%[46.1 µM]	-47.6%	4.1%[46.1 µM]

Six compounds from above, showing only CBFb-RUNX1 inh.
cpd	Molecule	CBFb-RUNX1 inh
16	CCOC(=O)CC(C(=O)OCC)C1CCCCC1=O (stereo unspecified)	-10.3%
17	O=C(O)c1ccc(CSc2nnc(-c3ccncc3)n2-c2ccc(Br)cc2)cc1	-5.2%
18	CC(C)C(NC(=O)CNC(=O)OC(C)(C)C)C(=O)NCc1ccc(Cl)cc1 (stereo unspecified)	5.5%
19	O=C(c1cc([N+](=O)[O-])ccc1Cl)N1CCN(c2ccc(F)cc2)CC1	-10.2%
20	Cc1cccc(NC(=O)c2ccc(S(=O)(=O)N3CCOCC3)cc2)n1	15.8%
21	Cc1ccccc1C(=O)NC=C1C(=O)OC(C)(C)OC1=O	-3.8%

Following part.
#25 CC(OC(=O)C1CCCCC1)c1nc2ccccc2[nH]1 (stereo unspecified)
#26 CN(C)S(=O)(=O)c1ccccc1C#N
#27 COC(=O)C(CC(=O)O)NCc1ccco1 (stereo unspecified)
#28 O=C(CN1C(=O)c2ccccc2S1(=O)=O)c1ccc(O)c(O)c1
#29 C/C(=N\NC(=O)CNC(=O)C1COc2ccccc2O1)c1ccc(Cl)cc1 (stereo unspecified)
#30 O=C(Nc1nc2ccccc2[nH]1)c1ccc([N+](=O)[O-])cc1
#31 CCCn1c(SCC(=O)Nc2nnc(CC)s2)nnc1-c1ccco1
#32 CCN=c1scc(C)n1/N=C/c1cc(Br)c(O)c(Br)c1

assay / entry	25	26	27	28	29	30	31	32
L3MBTL1 block	-3.2%	.	6.5%	.	14.9%	.	.	-4.2%
Epigenetic derep	0.0%	0.0%	-0.3%	1.1%	1.3%	2.1%	1.0%	0.6%
Luc counter	-3.1%	4.1%	.	.	.	-21.5%	-1.0%	0.1%
HTT aggregate	-7.4%	?	-20.1%[9.22 µM]	0.0%[9.22 µM]	-12.9%[9.22 µM]	-16.2%	-1.2%	-26.0%
CBFb-RUNX1 inh	3.5%	5.0%	3.5%	2.4%	-6.8%	-9.6%	-2.9%	-20.4%
IMPase Li inh	4.1%	8.4%[38.3 µM]	.	.	.	-6.9%	18.0%[38.3 µM]	19.7%
NPSR antagonist	8.8%	0.1%[46.1 µM]	8.5%[7.67 µM]	5.9%	39.7%	-3.0%	-8.3%[46.1 µM]	-24.2%

#33 CCCCc1nc2c(c3c1C[C@H](C)OC3)CN(S(=O)(=O)c1ccc(C)cc1)CC2
#34 Cc1ccc(NCc2nnc(SCC(=O)Nc3nnc(C)s3)n2C)cc1
#35 COc1ccc(NC(=O)CSc2nnc(CNc3ccc(C)cc3)n2C)cc1
#36 COc1cccc(NC(=O)Nc2ccc(Cc3ccncc3)cc2)c1
#37 c1ccc(CSc2nnnn2-c2cccc3ccccc23)nc1
#38 CC(C)c1nc2ccccn2c1NC1CCCCC1
#39 S=c1[nH]ncn1/N=C/c1cccs1
#40 CCN(CC)C(=O)CSC(Nc1cccc(F)c1)=C(C#N)C#N

assay / entry	33	34	35	36	37	38	39	40
L3MBTL1 block	.	-1.5%	5.0%	-11.5%	13.3%	-1.6%	.	-16.7%
Epigenetic derep	.	0.0%	-1.1%	-1.6%	0.8%	1.1%	1.9%	2.0%
Luc counter	-6.2%[7.66 µM]	1.5%	1.0%	2.4%	8.0%	0.0%	.	.
HTT aggregate	.	-6.2%	.	?	-11.6%	-2.3%	-13.7%[9.22 µM]	21.2%[9.22 µM]
CBFb-RUNX1 inh	1.7%[13.1 µM]	-0.6%	-3.4%	6.3%	1.7%	0.9%	6.9%	-7.5%
IMPase Li inh	0.9%	-5.0%	4.9%	7.0%	?	6.1%[38.3 µM]	.	.
NPSR antagonist	.	-6.8%	1.8%	-4.8%	5.5%[46.1 µM]	-9.0%[46.1 µM]	2.5%	-13.5%

#41 Cc1ccc(-n2c(Cc3noc4ccccc34)n[nH]c2=S)cc1
#42 COc1cc(NCCC(=O)c2cccs2)c(OC)cc1Cl
#43 CCc1cc(=O)oc2c(CN3CCCC3)c(O)c(Cl)cc12
#44 CCOC(=O)c1sc(NC(=O)Cc2c(F)cccc2Cl)nc1C
#45 Cc1sc2nc(CSc3ccccc3)nc(NCCN(C)C)c2c1C
#46 Cc1cc(NC(=O)Nc2cccs2)no1
#47 CCOc1ccc(NC(=O)CC2C(=O)N(c3ccccc3)C(=O)N2CCOC)cc1 (stereo unspecified)

assay / entry	41	42	43	44	45	46	47
L3MBTL1 block	-2.2%	?	.	.	-0.4%	0.2%	.
Epigenetic derep	0.3%	-0.4%	-1.0%	1.1%	-1.3%	-1.1%	12.7%
Luc counter	5.4%	-0.3%	2.4%	1.6%	-6.5%	1.6%	3.0%
HTT aggregate	-11.8%	13.6%	-16.9%	?	?	-14.0%	1.4%
CBFb-RUNX1 inh	2.4%	-21.3%	-0.2%	3.1%	6.7%	12.0%	4.3%
IMPase Li inh	10.4%	4.2%	?	7.4%	9.2%	5.8%[38.3 µM]	-3.4%
NPSR antagonist	54.6%	-29.8%	-1.0%[46.1 µM]	-45.6%	15.4%	-5.4%[46.1 µM]	2.5%

Compound activity: PubChem BioAssay, National Center for Advancing Translational Sciences (NCATS)

Some of the compounds tested, so the mix of outcomes need not match the whole.
